GLP-1R inv ag: GLP-1 receptor (human) inverse agonism; P43220; HEK293 GLP-1R CRE-luciferase, luminescence, 24 h; GLP-1R form is constitutively active; Potency, µM (series often up to 38.3 µM), for inactives: at the top dose activity change, negative = inhibition, actives largely listed as inhibitors; 410,000 tested, 1.6% active; AID 624417; note: potency is the fitted concentration of half-maximal effect; % is set by controls: 0 for no effect and ±100 for the full control effect; nearly all actives have a fitted effect of over 55% in size
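Seeding at 200 cells/uL, 12 h culture, 24 hr compound treatment, then luciferase reagent and a luminescence read; cells are HEK293 stably expressing a constitutively active GLP-1R plus cAMP-responsive luciferase.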
WRN helicase inh: blocks human WRN helicase | WRN helicase unwinding, fluorescent forked duplex, kinetic | Potency, µM (titrated, usually from 114 µM), for the others: at the highest dose activity change, negative = inhibition, hits mostly inhibitors | 360,000 tested, 0.46% active | Q14191 | AID 651768; note: potency is the fitted concentration of half-maximal effect; % is set by controls: 0 for no effect and ±100 for the full control effect; nearly all actives have a fitted effect of over 55% in size
Target sequence (Q14191 whole entry, looked up): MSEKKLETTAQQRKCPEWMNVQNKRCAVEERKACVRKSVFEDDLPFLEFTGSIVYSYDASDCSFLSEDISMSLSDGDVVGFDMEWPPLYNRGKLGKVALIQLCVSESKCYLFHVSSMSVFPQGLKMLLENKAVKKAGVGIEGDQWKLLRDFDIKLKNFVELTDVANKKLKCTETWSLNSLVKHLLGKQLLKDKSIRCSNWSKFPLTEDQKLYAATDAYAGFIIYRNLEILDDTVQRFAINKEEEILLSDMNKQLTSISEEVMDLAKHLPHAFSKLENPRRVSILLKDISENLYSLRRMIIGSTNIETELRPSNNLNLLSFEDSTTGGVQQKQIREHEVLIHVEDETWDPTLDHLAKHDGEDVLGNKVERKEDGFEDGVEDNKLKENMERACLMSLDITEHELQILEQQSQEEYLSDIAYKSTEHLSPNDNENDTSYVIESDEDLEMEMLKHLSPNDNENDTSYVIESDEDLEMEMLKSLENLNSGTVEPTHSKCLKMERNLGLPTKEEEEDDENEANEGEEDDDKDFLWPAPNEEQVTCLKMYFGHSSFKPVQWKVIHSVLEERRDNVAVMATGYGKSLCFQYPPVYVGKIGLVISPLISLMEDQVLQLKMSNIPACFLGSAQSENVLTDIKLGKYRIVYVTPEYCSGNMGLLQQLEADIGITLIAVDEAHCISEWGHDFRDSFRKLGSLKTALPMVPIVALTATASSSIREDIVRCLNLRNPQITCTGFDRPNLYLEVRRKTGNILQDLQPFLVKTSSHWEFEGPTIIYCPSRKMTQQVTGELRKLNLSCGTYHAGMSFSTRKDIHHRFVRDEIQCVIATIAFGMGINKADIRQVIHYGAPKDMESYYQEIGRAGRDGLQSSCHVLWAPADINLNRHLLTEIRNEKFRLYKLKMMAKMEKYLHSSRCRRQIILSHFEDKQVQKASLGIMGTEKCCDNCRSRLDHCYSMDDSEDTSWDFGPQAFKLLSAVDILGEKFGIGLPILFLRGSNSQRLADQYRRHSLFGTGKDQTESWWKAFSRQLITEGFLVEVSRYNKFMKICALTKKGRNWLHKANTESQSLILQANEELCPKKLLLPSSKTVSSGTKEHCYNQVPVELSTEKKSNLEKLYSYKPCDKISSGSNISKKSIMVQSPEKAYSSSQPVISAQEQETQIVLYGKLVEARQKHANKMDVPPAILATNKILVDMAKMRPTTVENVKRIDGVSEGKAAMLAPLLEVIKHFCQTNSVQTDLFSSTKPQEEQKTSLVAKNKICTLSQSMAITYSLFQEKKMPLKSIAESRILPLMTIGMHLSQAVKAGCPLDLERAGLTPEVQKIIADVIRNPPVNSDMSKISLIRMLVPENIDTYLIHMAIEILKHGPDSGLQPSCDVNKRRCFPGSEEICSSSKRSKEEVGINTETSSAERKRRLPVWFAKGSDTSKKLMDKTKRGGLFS
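Enzyme (20 nM final) and test compound sit together 15 min at room temperature before substrate addition. Substrate is a single-forked duplex oligonucleotide (100 nM) labelled with fluorophore and quencher, with 2 mM ATP; helicase unwinding raises red fluorescence, read kinetically.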
D3 ag: agonists of human D3 dopamine receptor; P35462; D3R DiscoveRx beta-arrestin cells, luminescence, 90 min; max activation, %; 410,000 tested, 0.58% active; AID 652048; in the data active = max activation above about 30%; note: 0% is about no effect; mostly tested at two doses, the higher about 12 µM
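Cells at 1500/well, incubated overnight, then treated with pinned compounds (dopamine as control) for 90 min at 37 degrees C. DiscoveRx reagent added for 30 - 60 minutes at room temperature; luminescence read.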
PLK1 PBD block: PLK1 (human) polo-box domain binding inhibition | Potency, µM, for the others: max response, negative = inhibition, hits mostly inhibitors | 360,000 tested, 2.8% active | P53350 | Plk1 PBD binding of FITC phosphopeptide, fluorescence polarization; note: potency is the fitted concentration of half-maximal effect; series mostly up to about 57 µM; % is set by controls: 0 for no effect and ±100 for the full control effect; nearly all actives have a fitted effect of over 65% in size
GLP1R cytotox: cytotoxic in the GLP-1 receptor inverse agonist counter-screen; HEK293 cAMP-luciferase reporter cells, luminescence, 24 h; Potency, µM (highest dose often 38.3 µM), inactives show at the top dose activity change, negative = inhibition, most hits filed as inhibitors; 410,000 tested, 0.13% active;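 note: loss of luciferase light is scored as toxicity; potency is the fitted concentration of half-maximal effect; % is set by controls: 0 for no effect and ±100 for the full control effect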
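Quantitative HTS format, 1536 wells, 200 cells/uL seeded. Compounds: 23 nL, 24 h, 37 °C. Detection: luciferase reagent, luminescence at 12 min RT; decreased signal taken as cytotoxic.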
PI5P4K alpha inh: PI5P4K alpha (human) kinase inhibition. P48426. PI5P4Kalpha enzyme, ADP-Glo luminescence, 60 min; hits give low values. max response, %. 330,000 tested, 1.2% active. AID 652105; active = max response of -50% or lower; inconclusive = between -30% and -50%; inactive = -30% or higher; note: value at the top dose of about 77 µM; % is set by controls: 0 for no effect and ±100 for the full control effect
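qHTS, 1536-well: enzyme/substrate mix, compound by pin tool, 5 microM ATP final; RT 60 min; ADP-Glo reagents 1 (45 min) then 2 (30 min); luminescence.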
IL-2 act: activates IL-2 in a cell-based reporter assay; IL-2 activation reporter assay, cell-based qHTS; stimulated with anti-CD3/CD4/CD28 beads; in transgenic mouse T cells; activation, % (series mostly up to about 46 µM); 360,000 tested, 0.065% active; AID 652025; in the data active = activation above about 50%; inconclusive = mostly about 30% to 49%; note: 0% is about no effect
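Unstimulated transgenic mouse T cells; 60-min compound exposure; bead-based TCR/CD4/CD28 stimulation; 18 h culture, 37 degrees C; dual fluorescence (EGFP, DsRed) plate cytometry.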
GLP1R ag: agonists of human GLP-1 receptor; HEK293 GLP-1R CRE-luciferase, luminescence, 4-6 h; cells express a hypersensitive GLP-1R form; 380,000 tested, 0.007% active; AID 624172; Potency, µM (series often up to 45.6 µM), inactives show top-dose activation, usual class: activators; P43220; note: potency is the fitted concentration of half-maximal effect; % of control where 0% means no effect
DRD3 antagonist: D3 dopamine receptor (human) antagonism. 360,000 tested, 2.5% active. P35462. max response, negative = inhibition, %. D3R cells, DiscoveRx beta-arrestin luminescence, antagonist mode; hits give low values; in the data active = max response below about -50%; inconclusive = no clear call, values can overlap the other calls; note: % is set by controls: 0 for no effect and ±100 for the full control effect; mostly tested at two doses, the higher about 12 µM
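Cells plated overnight at 1500 cells/well, then exposed to library compounds with dopamine controls for 90 minutes at 37 degrees C. DiscoveRx reagent added for 30–60 minutes at room temperature; luminescence read, quantitative HTS format.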
Numbers without * were called inactive; ? = inconclusive; · = no result given; & = joins results of further samples; [ ] = remark or other dose. Unless noted, calls come from the whole dose curve; as a rule, active = well fitted curve in the direction sought with a large enough effect; inconclusive = small, poorly fitted or top-dose-only effect, or another doubt; inactive = no such curve, though single readings can be large; an effect the other way counts as inactive or inconclusive.

SMILES | GLP-1R inv ag | WRN helicase inh | D3 ag | PLK1 PBD block | GLP1R cytotox | PI5P4K alpha inh | IL-2 act | GLP1R ag | DRD3 antagonist
C/C(=N\NS(=O)(=O)c1ccc(C)cc1)c1ccc(C)o1 | 9% | 2% | 6 | -1% | 2% | -2 | 0.7 | 7% | 15
NC1=NC(=O)C(c2ccccc2)C(=O)N1 (configuration not stated) | 9% | 6% | 9 | -9% | -3% | 4 | -0.3 | 2% | -3
O=C1OCCC1=COCCCCOC=C1CCOC1=O | 10% | -2% | 1 | 2% | 0% | -5 | -0.1 | 1% | 0
C=CCNC(=S)Nc1ccccc1-c1nnc2n1CCCCC2 | 5% | 8% | 2 | 4% | 7% | 4 | -0.8 | 6% | -6
O=C(NCCc1nc2ccccc2[nH]1)/C(=C/c1ccco1)NC(=O)c1ccccc1Br | 0% | -22% | 0 | 6% | -7% | 0 | 0.3 | 0% | 26
CC1(C(=O)NS(=O)(=O)c2ccc(Cl)cc2)CCN1C(=O)c1ccccc1 (configuration not stated) | -3% | -3% | 4 | -2% | -9% | 10 | 0.7 | -6% | 23
O=C(C1Cc2ccccc2CN1S(=O)(=O)c1ccc(F)cc1)N1CCOCC1 (configuration not stated) | -7% | 4% | -4 | -8% | -8% | · | -2.6 | -12% | 2
O=C(Cc1cccs1)NCc1cccc(F)c1 | 7% | 10% | 2 | 0% | 3% | 1 | -0.8 | 1% | -14
N#Cc1ccc(S(=O)(=O)N2CCN(C(=O)c3cn(-c4ccccc4)nc3-c3cccnc3)CC2)cc1 | 19% | 4% | -6 | -15% | 2% | 2 | 0.0 | -6% | -15
CCCOc1ccc(/C=C/C(=O)N2CCOCC2)cc1 | 16% | 2% | 9 | 4% | -12% | 0 | 0.1 | 2% | 1
Cc1cc(Cl)ccc1NC(=S)NCCCO | 21% | 0% | 1 | -3% | -10% | -9 | -0.5 | 0% | 18
CC1(C)CC(NC(=O)c2ccc(Cl)cc2)CC(C)(C)N1 | -7% | 1% | 4 | -4% | 13% | -4 | -0.4 | -10% | 26
COc1ccccc1CNC(=O)c1ccc(NS(=O)(=O)c2c(C)noc2C)cc1 | 17% | -2% | 1 | -4% | 10% | -1 | -2.9 | -5% | 0
CCOC(=O)C1CCN(C(=O)C(C)Sc2ccc(Cl)cc2)CC1 (configuration not stated) | ? | -1% | 0 | -5% | -11% | 4 | -1.1 | 16% | 2
COc1cc(NS(=O)(=O)c2ccc(NS(=O)(=O)c3ccc(C)cc3)cc2)nc(OC)n1 | 17% | -19% | 5 | -1% | 1% | 1 | 3.1 | 0% | 3
O=C(O)c1cccc(CSc2nnc(-c3cccnc3)o2)c1 | -5% | -6% | 0 | -5% | 9% | 1 | -0.4 | -6% | -26
O=C(Nc1nncs1)c1cccc(S(=O)(=O)N2CCCCC2)c1 | 8% | 1% | -1 | -3% | 8% | · | -2.7 | 1% | 10
CC1(C)CC(=O)C2=C(C1)N(CC1CCCO1)C(=O)NC2(C(F)(F)F)C(F)(F)F (configuration not stated) | 108%[activator] | -3% | 3 | -5% | 24% | · | -1.3 | ? | -11
Cc1cccc(NC(=O)CNC(=O)COC(=O)c2ccc(C(C)(C)C)cc2)c1C | -8% | -2% | -2 | 2% | -36% | 5 | 1.9 | 3% | -3
CC(C)c1ccc(OCC(=O)N2CCN(C(=O)c3ccco3)CC2)cc1 | ? | -20% | 1 | -8% | 4% | 3 | -0.9 | -8% | -1
O=C(OCc1ccccc1)N1Cc2ccnnc2CC1c1ccccc1Br (configuration not stated) | -5% | -1% | -3 | -20% | 1% | -7 | -0.5 | 2% | 0
O=C(CC[C@H]1O[C@@H](n2ccc(=O)[nH]c2=O)[C@H](O)[C@@H]1O)NCc1ccccc1 | 21% | 1% | -12 | -7% | -2% | 1 | -0.4 | -3% | ?
CCOC(=O)C1CCN(C(=O)CSCCSCC(=O)N2CCC(C(=O)OCC)CC2)CC1 | 1% | -2% | -6 | -11% | 11% | -6 | -0.5 | 1% | 10
C/C(=N\NC(=O)c1cc(C(C)C)[nH]n1)c1ccncc1 | -4% | -10% | 7 | 0% | 2% | 5 | 1.9 | 6% | -8
Cc1ccc2nc(COC(=O)c3ccc(Cl)nc3)cc(=O)n2c1 | 14% | -12% | 4 | 0% | -2% | 8 | 0.0 | 1% | 1
O=c1[nH]c2ccccc2c(O)c1O | 25% | -2% | 14 | 11µM* | 4% | -96* | 0.8 | 4% | -2
O=C(NCCO)C(F)(F)C(F)(F)C(F)(F)OC(F)(C(=O)NCCO)C(F)(F)F (configuration not stated) | 6% | -5% | 0 | -2% | 13% | · | -1.4 | -4% | 11
Cc1cc(C(=O)CN2C(=O)C(=O)N(C3CCCC3)C2=O)c(C)n1CCc1ccc(F)cc1 | ? | -4% | -21 | -17% | -16% | -17 | 4.1 | -6% | -9
COc1ccc(OC)c(S(=O)(=O)Nc2cc(OC)c(Cl)cc2OC)c1 | 0% | -4% | -10 | -2% | 7% | · | -1.3 | 2% | -6
C/C=C/c1ccc(OCC(O)CNCCc2ccc(OC)cc2)c(OC)c1 (configuration not stated) | ? | -1% | -9 | -5% | ? | 2 | -1.4 | -1% | -4
CCC(=O)N(CC(=O)Nc1sc(C)c(C)c1C(N)=O)Cc1ccc(F)cc1 | 1% | 0% | -13 | 6% | 1% | -2 | -1.0 | 15% | -3
O=C(C1CC(=O)N(c2ccccc2F)C1)N1CCOCC1 (configuration not stated) | 5% | 0% | -3 | 3% | -1% | -2 | 0.0 | 0% | 2
O=C(Nc1nnc(S(=O)(=O)N2CCCCCC2)s1)c1ccccc1F | -17%&-13% | -15% | 0&-13 | -6% | 4%&-24% | -10 | -3.6 | -1% | -20
O=C(CCC(=O)N1CCOc2ccccc21)NCCCN1CCOCC1 | 9% | 1% | -9 | -10% | 13% | -12 | -0.9 | 1% | -25
O=C(COC(=O)Cc1ccccc1F)NCc1ccccc1Cl | 1% | -6% | 4 | 9% | -5% | ? | -1.6 | 18% | 14
CN(C)S(=O)(=O)N1CCN(C(=O)c2cccs2)CC1 | -15% | 0% | 8 | 0% | -5% | · | -0.8 | -5% | 9

Reformatted with values under each structure: three of the compounds above.
Screens in order – GLP-1R inv ag, WRN helicase inh, D3 ag, PLK1 PBD block, GLP1R cytotox, PI5P4K alpha inh, IL-2 act, GLP1R ag, DRD3 antagonist
O=C(C1CC(=O)N(c2ccccc2F)C1)N1CCOCC1 (configuration not stated)
→ 5%, 0%, -3, 3%, -1%, -2, 0.0, 0%, 2
O=C(Nc1nnc(S(=O)(=O)N2CCCCCC2)s1)c1ccccc1F
→ -17%&-13%, -15%, 0&-13, -6%, 4%&-24%, -10, -3.6, -1%, -20
O=C(CCC(=O)N1CCOc2ccccc21)NCCCN1CCOCC1
→ 9%, 1%, -9, -10%, 13%, -12, -0.9, 1%, -25

Later entries
SMILES | GLP-1R inv ag | WRN helicase inh | D3 ag | PLK1 PBD block | GLP1R cytotox | PI5P4K alpha inh | IL-2 act | GLP1R ag | DRD3 antagonist
CN(c1ccccc1C(=O)Nc1cccc(Br)c1)S(=O)(=O)c1ccccc1 | ? | -1% | -7 | -10% | 17% | 19 | 0.0 | -6% | -10
CCN(CC)c1ccc(CN(C(=O)c2cccs2)C2CCS(=O)(=O)C2)cc1 (configuration not stated) | -3% | -3% | -8 | -18% | -4% | 1 | 4.0 | 3% | -8
Cc1cc2c(cc(C(=O)OCC(=O)NCc3cccs3)n2C(C)C)o1 | ? | -18% | -18 | -9% | ? | · | -2.3 | ? | -17
CN(CC(=O)N1CCC(C(N)=O)CC1)S(=O)(=O)c1ccc2ccccc2c1 | -5% | 16% | -3 | -19% | 4% | 0 | -2.1 | 1% | -9
C=CC(COCc1ccccc1)N(Cc1ccc(OC)cc1)S(=O)(=O)c1ccccc1Br (configuration not stated) | ? | -2% | -10 | -11% | 8% | 5 | -0.5 | -6% | 1
NS(=O)(=O)c1ccc(CCNC(=O)CN2C(=O)NC(c3ccccc3)(c3ccccc3)C2=O)cc1 | -10% | -3% | 9 | 7% | 0% | -5 | -0.7 | -4% | 20
CC(=O)c1ccccc1OCCOc1ccccc1C(C)=O | -1% | -1% | -3 | -13% | 17% | -1 | 0.9 | 5% | -15
Clc1ccccc1/C=N/c1cc(-c2ccccc2)nn1-c1ccccc1 | ? | 6% | 1 | 17µM* | -13% | -12 | -1.1 | -7% | -13
Cc1ccccc1C(=O)Nc1cc(NC(=O)c2ccccc2C)cc(C(=O)O)c1 | 24% | 9% | -1 | -7% | 3% | 6 | -1.1 | 0% | -3
CC1CCCN(C(=O)CN2C(=O)c3ccccc3S2(=O)=O)C1 (configuration not stated) | ? | -11% | 3 | 2% | 3% | 2 | 1.2 | -6% | 8
Cc1cc(C)nc(NS(=O)(=O)c2ccc(NS(=O)(=O)c3ccsc3)cc2)n1 | 5% | 1% | -11 | -5% | 5% | -2 | 0.0 | -1% | 0
CCCCN(CC)Cc1ccc(CNC(=O)Nc2ccc(OCC)cc2)o1 | -10% | -2% | -17 | 3% | -5% | · | 4.2 | -3% | 6
CCc1ccc(C2c3[nH]c4ccccc4c3CCN2C(=O)c2ccc(=O)n(C)n2)cc1 (configuration not stated) | ? | -6% | 6 | -1% | -17% | 3 | -1.8 | 3% | -5
O=C(CNc1ccccc1)N/N=C/c1ccc([N+](=O)[O-])cc1 | -25% | -1% | 0 | -14% | -2% | 1 | -2.6 | 4% | -3
CC(=O)c1cc2c(cc1N(C(=O)c1ccco1)C(C(=O)NC1CCCC1)c1ccccc1F)OCO2 (configuration not stated) | 8% | 8% | 0 | -28% | -12% | -4 | -1.7 | 2% | 7
C=CCn1c(SCC(=O)c2ccc(F)cc2)nnc1-c1ccc2c(c1)OCO2 | ? | -2% | 10 | -14% | -2% | -1 | -0.1 | 15% | 13
Cc1c(NC(N)=O)c(=O)n(-c2ccccc2)n1C | 34%[activator] | 3% | -4 | -11% | -9% | 0 | -0.7 | 14% | -11
COc1ccc(C(=O)Cn2c(C(=O)/C=C/c3ccccc3)nc3ccccc32)cc1 | -24% | -2% | -9 | -14% | 0% | 1 | 2.9 | -6% | ?
Cn1c(CCc2ccccc2)nnc1SCC(N)=O | 3% | -28% | 4 | -6% | 5% | 9 | 0.9 | 2% | 1

Bioassay records from PubChem.
